TbREL1 inh: TbREL1 inhibition, primary screen | P86926 | 0.49% of 89,000 active | TbREL1 RNA ligation, FRET fluorescence | AID 1117264 | inhibition, % at 9.66 µM;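 active = inhibition above the mean inhibition across all screened compounds plus 3 SD, cut at about 11% in these data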;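 also: 0% = plate median of test wells and 100% = NSC42067 control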
Target sequence (P86926 whole entry, looked up): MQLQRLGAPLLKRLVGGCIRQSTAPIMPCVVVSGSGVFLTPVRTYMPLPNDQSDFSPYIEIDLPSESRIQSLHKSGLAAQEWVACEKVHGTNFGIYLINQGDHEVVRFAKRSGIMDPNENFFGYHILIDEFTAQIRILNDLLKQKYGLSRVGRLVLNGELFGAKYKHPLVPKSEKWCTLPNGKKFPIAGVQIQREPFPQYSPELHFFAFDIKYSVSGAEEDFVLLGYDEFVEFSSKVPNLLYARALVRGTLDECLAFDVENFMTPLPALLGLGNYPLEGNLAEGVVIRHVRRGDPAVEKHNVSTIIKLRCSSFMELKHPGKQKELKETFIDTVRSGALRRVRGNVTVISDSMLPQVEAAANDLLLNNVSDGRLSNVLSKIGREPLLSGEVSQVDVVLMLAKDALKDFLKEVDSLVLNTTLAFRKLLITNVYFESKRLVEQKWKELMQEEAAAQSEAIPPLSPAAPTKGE
Numbers without * were called inactive. This is a subset. The share of hits here may be higher or lower than overall.

SMILES | TbREL1 inh
CN(CC(=O)Nc1cccc(F)c1)C(=O)CN1C(=O)C2CC=CCC2C1=O (configuration not stated) | 3
CC(C)(C)OC(=O)CNC(=O)c1nc[nH]c1C(=O)N1CCN(C(=O)OC(C)(C)C)CC1 | -1
O=Cc1cccnc1SCc1ccccc1 | -1
O=C(COC(=O)c1cc(Br)ccc1O)NNC(=O)c1ccc([N+](=O)[O-])cc1 | -1
O=C(COC(=O)c1ccccc1-n1cnnn1)c1ccc(F)cc1 | 4
CN(C)c1cccc(C(=O)Nc2nc3ccccc3[nH]2)c1 | -4
O=C(CSc1nnc(-c2ccc(Cl)cc2)n1-c1ccccc1)Nc1ccc2c(c1)OCCO2 | -3
Cn1cnnc1SCc1ccc(C(=O)N=Nc2c(O)n(C)c3ccccc23)cc1 | 0
O=C(C[C@@H]1C/C=C/CCCC(=O)O[C@H](c2ccccc2)CNC1=O)NCCO | 0
O=C(C[C@H]1C/C=C\C[C@@H](Cc2ccc(F)cc2)C(=O)OC[C@@H]2CCCN2C1=O)NCCO | -2
O=C(CCc1nnc(C2(c3ccc(Cl)cc3)CCC2)o1)NC1CC1 | 1
CNC[C@H]1Oc2c(NC(=O)C3CC3)cccc2C(=O)N([C@H](C)CO)C[C@@H]1C | -1
N/C(=N\OC(=O)c1csnn1)c1ccc(C(F)(F)F)cc1 | 4
CC(C)(C)OC(=O)CNC(=O)c1[nH]cnc1C(=O)N[C@@H](Cc1ccccc1)C(=O)OCc1ccccc1 | 0
COc1cccc(N2CCN(CC(=O)Nc3nnc(-c4ccccc4)s3)CC2)c1 | 0
C=CCn1c(SCc2ccc(C(=O)Nc3nccs3)cc2)nnc1-c1ccc(C)c(Cl)c1 | -3
CC1CCc2c(sc3ncnc(NCc4cccnc4)c23)C1 (configuration not stated) | -3
CCOc1ccc(OCC)c(NC(=O)C2CCCN2S(=O)(=O)c2cccc3cccnc23)c1 (configuration not stated) | 3
C=CC[C@@H](CC(=O)N(CCO)Cc1ccccc1)C(=O)N[C@H](COC(=O)[C@@H](CC=C)Cc1ccc(F)cc1)C(C)(C)C | 0
COc1cccc(-c2nnc3sc(-c4ccco4)nn23)c1 | 6
CN1CCc2c(sc(/N=C/c3c[nH]c4ccccc34)c2C#N)C1 | -2
O=C(NNC1=Nc2cc([N+](=O)[O-])ccc2OC1)c1ccccc1Cl | -2
COc1ccc(NC(=S)NCc2ccccn2)cc1OC | 0
CC(=O)N1C(C(=O)O)CSC1c1ccc(C)cc1 (configuration not stated) | 5
COc1ccccc1/C=C(/NC(=O)c1ccccc1)C(=O)NCCN1CCOCC1 | 0
Cc1c(C(=O)N2CCN(C)CC2)oc2ccc(S(=O)(=O)N3CCOCC3)cc12 | 0
CC(=Nc1cc(C(=O)c2ccccc2)ccc1N)C1=C(O)CC(C)(C)CC1=O | 2
CC(C)(C)OC(=O)NCCCC[C@H](NC(=O)c1nc[nH]c1C(=O)N1CCN(C(=O)OC(C)(C)C)CC1)C(=O)OC(C)(C)C | 1
Cc1cccc2c1CC(C)(C)NC2=C(C#N)C#N | -1
COC(=O)c1c(C)[nH]c(C(=O)OCc2ccc(F)cc2)c1C | -2
O=C(NCCc1ccccc1)C(=O)Nc1ccc2c(c1)OCCO2 | -2
CCOC(=O)N1CCC(NC(=O)C2CCN(C(=O)N3CC(C)Oc4ccccc43)CC2)CC1 (configuration not stated) | 2
CC(=O)NCCNC(=O)C1(C)Cc2c(-c3cccc(C(N)=O)c3)ccnc2O1 (configuration not stated) | 14*
Cc1nnc(NC2=NCCC2)o1 | 2
CC1CC(NC(=O)c2cc3c(=O)n4ccccc4nc3n2C)CC(C)(C)C1 (configuration not stated) | -2
COc1cccc(-c2ccc(=O)n(CC(=O)NCCN3CCOCC3)n2)c1 | -2
COc1ccc(-c2cn(CCc3c[nH]c4ccccc34)nn2)cc1 | 0
CCc1cc(/C(Cc2cscn2)=N\O)c(O)cc1O | 2
COc1ccc(-c2nsc(SCC(=O)Nc3cc(C)on3)n2)cc1 | -1
COc1ccc2ccccc2c1CN1CCCC(CO)C1 (configuration not stated) | 1

Reprinted at random: 3 entries already listed.
SMILES | TbREL1 inh
CCOC(=O)N1CCC(NC(=O)C2CCN(C(=O)N3CC(C)Oc4ccccc43)CC2)CC1 (configuration not stated) | 2
CC(C)(C)OC(=O)NCCCC[C@H](NC(=O)c1nc[nH]c1C(=O)N1CCN(C(=O)OC(C)(C)C)CC1)C(=O)OC(C)(C)C | 1
O=C(COC(=O)c1ccccc1-n1cnnn1)c1ccc(F)cc1 | 4

Later entries:
SMILES | TbREL1 inh
COc1ccccc1N1CC(C(=O)Nc2nnc(SCc3ccccn3)s2)CC1=O (configuration not stated) | -1
C[C@H]1CN([C@@H](C)CO)C(=O)CCCn2nncc2CO[C@@H]1CN(C)Cc1ccncc1 | 3
Cc1ccc(CN2CCCCC(NC(=O)c3cccc(C(F)(F)F)c3)C2=O)cc1 (configuration not stated) | -3
COC(=O)/C(=C\c1cc(OC)c(OC)c(OC)c1)c1nc2ccccc2[nH]1 | -3
Cc1ccc(S(=O)(=O)c2c(C)nn(C(C)(C)C)c2OC(=O)c2ccco2)cc1 | 0
COC(=O)c1ccc(-c2c(-c3ccccc3)ncc3cc(F)ccc23)cc1 | 2
CCn1c2ccccc2c2cc(C=NNC(=O)CSc3nc4ccccc4c(=O)n3-c3ccccc3)ccc21 | 3
CCOC(=O)N1CCN(C(=S)NC(=O)c2ccnn2C)CC1 | 5
O=C(CSCc1ccccc1)N1CCN(Cc2ccc3c(c2)OCO3)CC1 | 1
CC(=O)Nc1ccc(S(=O)(=O)N(C)CCOCc2ccccc2)cc1 | -4
O=C(c1cccs1)N1CCN(S(=O)(=O)c2cccc(Cl)c2Cl)CC1 | -1
Cc1nc2cc(NS(=O)(=O)c3cccc(F)c3)ccc2s1 | 3
O=C1CC(Nc2ccccc2)C(=O)N1Cc1ccccc1 (configuration not stated) | -3
COC(=O)c1ccc(CN2C(=O)c3ccccc3C2=O)o1 | -1
COc1ccccc1C(C)NC(=O)CCOc1cccc(C)c1 (configuration not stated) | -1
CNc1cncc(-c2cccc(C(=O)NCCN(C)C)c2)n1 | 3
Cc1cccc(NCC(O)Cn2cnc3c2c(=O)n(C)c(=O)n3C)c1 (configuration not stated) | -6
CCC(C)Sc1ccc([C@H]2N[C@@](CC(C)C)(C(=O)OC)[C@H]3C(=O)N(C)C(=O)[C@@H]23)cc1 (some centres not stated) | 5
CCOc1ccc(C(=O)N/N=C(\c2ccccc2)c2ccccn2)cc1 | 0
CC(=O)N1CCCN(C(=O)CN2C(=O)CC(C)(C)S(=O)(=O)c3ccccc32)CC1 | 0
CCCn1c(C2CCCN2c2nc(-c3ccc(C)cc3)cs2)nc2cc(Cl)c(N3CCCCC3)cc21 (configuration not stated) | 0
CC(NC(=O)c1ccccc1Cl)C(=O)OCc1cn2cc(Cl)ccc2n1 (configuration not stated) | -5
CC(C)(C)OC(=O)C[C@@H]1C/C=C\C[C@H](CC(=O)N[C@H](CO)Cc2ccccc2)C(=O)N[C@@H](Cc2c[nH]c3ccccc23)COC1=O | -3
CN1CCN(CCNC(=O)c2cc3c(=O)n(C)c4ccccc4c3n2C)CC1 | 2
Cn1c(SCC(=O)c2ccc(F)cc2)nnc1-c1cnccn1 | -1
CN1C(=O)C(=O)N2C(=C[C@]3(c4c[nH]c5ccccc45)c4ccccc4N[C@H]23)C1=O | 2
COc1ccc(Cl)cc1C(=O)OCC(=O)c1c(N)n(C)c(=O)n(C)c1=O | -2
C/C(=N\NC(=O)c1ccncc1)c1ccc(N2CCOCC2)cc1 | 0
COC(=O)C1CCN(CC(=O)Nc2sc3c(c2C#N)CCC3)CC1 | -5
CC(C)=C(NC(=O)c1ccccc1)C(=O)Nc1ccc(C(=O)O)cc1 | 7
Cc1nsc(Nc2ccccc2)c1C#N | 1
COc1ccc(/C=N/NC(=O)c2cc(-c3ccccc3OC(C)C)nc3ccccc23)cc1CN1CCOCC1 | -2
CC(C)(C)c1ccc(NC(=O)C2=CC=CN3CCS(=O)(=O)N=C23)cc1 | 4
CCCN(C(=O)c1ccccc1N)c1c(C)n(C)n(-c2ccccc2)c1=O | 2
CCOC(=O)C(C)Oc1c(Br)cc(C2NC(=O)NC(C)=C2C(C)=O)cc1OCC (configuration not stated) | -4
CCN1CCN(CCNC(=O)CSCc2nc(-c3ccc(OC)c(OC)c3)oc2C)CC1 | 4
CC(=O)OC(C#CCN1CCOCC1)c1ccccc1 (configuration not stated) | 2
COc1ccc(NC(=O)CSc2nc3c(c(=O)n2-c2ccc(C)cc2)SCC3)c(OC)c1 | -4
COc1ccc(S(=O)(=O)N2CCCOC2CNC(=O)C(=O)NCc2ccncc2)cc1 (configuration not stated) | -4
COc1ccc(-n2c(SCC(=O)Nc3ccccc3)nc3c(c2=O)SCC3)cc1 | -4

Part of the list above in another layout.
TbREL1 inh	Molecule
0	C/C(=N\NC(=O)c1ccncc1)c1ccc(N2CCOCC2)cc1
-5	COC(=O)C1CCN(CC(=O)Nc2sc3c(c2C#N)CCC3)CC1
7	CC(C)=C(NC(=O)c1ccccc1)C(=O)Nc1ccc(C(=O)O)cc1
1	Cc1nsc(Nc2ccccc2)c1C#N
-2	COc1ccc(/C=N/NC(=O)c2cc(-c3ccccc3OC(C)C)nc3ccccc23)cc1CN1CCOCC1

The list continues.
SMILES | TbREL1 inh
CCOc1ccc(-c2[nH]ncc2-c2ccc(OC)c(OC)c2)c(O)c1 | 0
CCCNC(=O)c1ccc(N2CCC3(CC2)CC(c2cccc(Br)c2)=NO3)c([N+](=O)[O-])c1 | 1
NC(=O)c1ccc(NC(=O)Cn2c(=O)n(-c3ccccc3)c(=O)c3oc4ccccc4c32)cc1 | 3
C/C(CC(=O)NCc1ccco1)=N\NC(=O)Cc1ccccc1 | 1
COC(=O)c1ccc(C(C2C(=O)CC(C)(C)CC2=O)C2C(=O)CC(C)(C)CC2=O)cc1 | -7
C=CCN(CC(=O)c1sc(C(=O)OCC)nc1C)c1cccc(Br)c1 | -3
COC(=O)c1sc(N2C(=O)C(O)=C(C(=O)c3ccc(C)o3)C2c2cc(OC)ccc2OC)nc1C (configuration not stated) | -1
CCC(C)Sc1nc2c([nH]c3ccccc32)c(=O)n1C (configuration not stated) | -1
CNC(=O)NC(=O)CSc1nc(-c2cccs2)c(C#N)c(=O)[nH]1 | 0
Cc1ccc(-c2cc(C(=O)N3CCCCCC3)no2)cc1 | 1
CCOc1ccc(C(=O)Nc2ccc3c(c2)C(=O)NC3=O)cc1 | -2
CC1=C(C(=O)N(C(C)C)C(C)C)CC(CC(=O)NC2CCCCC2)C(=O)N1Cc1ccc(C(C)(C)C)cc1 (configuration not stated) | 1
Cc1ccc(C)c(C(=O)NC2CC(C)(C)NC(C)(C)C2)c1 | 0
CCn1ccnc1C(O)c1ccc(N(C)C)cc1 (configuration not stated) | -3
Cc1cc(C(=O)NCC(=O)Nc2c(C)cccc2C)c2ccccc2n1 | 3
NC(=O)COC(=O)c1ccc2c(c1)S(=O)(=O)c1ccccc1C2=O | 3
O=C1C=C(c2ccc(Cl)c(C(F)(F)F)c2)C[C@@H](c2ccc(F)cc2)C1 | 0
CC(=O)Nc1nnc(SCC(=O)c2ccc3c(c2)Cc2ccccc2-3)s1 | 6
CC(=O)Nc1sc2c(c1C(c1cccc(F)c1)N1CCN(CCO)CC1)CCCC2 (configuration not stated) | 1
Cc1cccc(C(=O)Nc2nsc(N)n2)c1 | 0

The list goes on; the last 5 above are carried over.
SMILES | TbREL1 inh
NC(=O)COC(=O)c1ccc2c(c1)S(=O)(=O)c1ccccc1C2=O | 3
O=C1C=C(c2ccc(Cl)c(C(F)(F)F)c2)C[C@@H](c2ccc(F)cc2)C1 | 0
CC(=O)Nc1nnc(SCC(=O)c2ccc3c(c2)Cc2ccccc2-3)s1 | 6
CC(=O)Nc1sc2c(c1C(c1cccc(F)c1)N1CCN(CCO)CC1)CCCC2 (configuration not stated) | 1
Cc1cccc(C(=O)Nc2nsc(N)n2)c1 | 0
CCOC(=O)/C(N=Nc1cc(C(=O)O)cc(C(=O)O)c1)=C(\O)CCl | 1
COCCN(C(=O)c1oc2ccccc2c1COC)c1c(N)n(CC(C)C)c(=O)[nH]c1=O | 6
COc1ccc(/C=C(\NC(=O)c2ccc([N+](=O)[O-])cc2)C(=O)NCCCN2CCOCC2)cc1 | 4
C/C(C=NNC(=O)CSc1nc2ccccc2n1Cc1ccccc1Cl)=C\c1ccccc1 | 4
Cc1cccc(C)c1NC(=O)N1C2CCCC1CC(NC(=O)C(C)(C)C)C2 (configuration not stated) | 0
O=C(NNC(=O)c1cc2ccccc2[nH]1)OCc1ccccc1 | 1
O=c1ccc(-c2ccc(S(=O)(=O)N3CCN(c4ccccc4)CC3)o2)n[nH]1 | 5
CCc1cc(=O)n2[nH]c(C)c(-c3ccc(OC)cc3)c2n1 | -4
NS(=O)(=O)c1ccc(CCNC(=O)C2CCCN2C(=O)OCc2ccccc2)cc1 (configuration not stated) | -2
COc1ccc(NC(=O)c2cc(C3CCCCN3C(=O)Cc3ccc(N(C)C)cc3)on2)c(C)c1 (configuration not stated) | -3
Cc1cc(N2CCC(C(=O)NC3CCCCC3)CC2)nc(-c2ccccc2)n1 | 0
O=C(NCCc1ccccc1)OCc1cn(Cc2c(F)cccc2F)nn1 | 1
COc1ccccc1NC(=O)C(C)OC(=O)CCNS(=O)(=O)c1ccc(C)c(C)c1 (configuration not stated) | -3
COc1ccc(N2CCN(CCCn3cnc4c(OC)ncnc43)CC2)cc1 | 1
COc1cccc(-c2nnc(SCC(=O)N3CC(C)CC(C)C3)o2)c1 (configuration not stated) | 5
O=C(NCC(c1ccc(F)cc1)N1CCOCC1)c1nn(-c2ccccc2)c(=O)c2ccccc12 (configuration not stated) | -1
C/C(=N/NC(=O)Cn1nc2ccccc2n1)c1ccc(F)cc1 | 2
O=C(C1CC(=O)N(c2ccc3c(c2)OCCO3)C1)N1CCN(S(=O)(=O)c2ccc(F)cc2)CC1 (configuration not stated) | -1

Screens as filed in PubChem.
